# Source: PubChem BioAssay (several laboratories)
# ER stress rescue: rescue of cells from ER stress-induced death, primary screen, 384-well, CSM14.1, thapsigargin, ATP luminescence (AID 1222); CSM14.1 thapsigargin-induced death rescue, ATP luminescence; higher % means a stronger effect; cellular ATP content (survival), % at 20 µM; hits with a dose series show EC50 in µM; 190,000 tested, under 10 active;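 active = EC50 below 50 µM in the dose-response confirmation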;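 note: death triggered by thapsigargin at about 15 µM added after 2 h compound pretreatment; cell ATP read after overnight thapsigargin exposure of roughly 18 to 22 hours; normalized against plate controls of thapsigargin alone and 5% DMSO vehicle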
# K1F lysis inhibition: inhibition of K1F phage lysis, E. coli UTI89, bacterial capsule biogenesis inhibitors, alamar blue (AID 488966); 340,000 compounds, 0.02% hits; inhibition, % at 100 µM; hits with a dose series show IC50 in µM; E. coli UTI89 K1F phage lysis, alamar blue, 2 h; higher % means a stronger effect;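 active = phage lysis inhibition, versus mean bacterial control, above a set limit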;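 note: capsule biogenesis inhibitors block K1F phage lysis so surviving cells raise fluorescence; higher fluorescence means more inhibition of phage lysis; actives were called in the ten point dose series up to 300 µM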
# Insulin prom up: insulin promoter activators in MIN6 cells, imaging, high-content screening, mouse beta cells; MIN6 insulin promoter-GFP reporter; active compounds read high; z-score at 5 µM; 190,000 compounds, 0.3% hits;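 active = z-score above 3 at 5 µM with at least 500 cells counted in the well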
# P. falciparum M1AAP: P. falciparum M1AAP inhibitors, biochemical, fluorogenic H-Leu-NHMec substrate, 1536-well (AID 1445); 220,000 compounds, 0.42% hits; recombinant M1AAP, H-Leu-NHMec fluorogenic kinetic assay; higher % means a stronger effect; inhibition, % at 30 µM, or IC50 in µM where a hit was titrated; Aminopeptidase N (Plasmodium falciparum (isolate 3D7));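 active = primary inhibition above the hit cutoff, then over 50% inhibition at one or more dose response concentrations, cut at about 23% in these data, passing the limit was not always enough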;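 note: plate controls were DMSO full reaction for no effect and no enzyme background for full effect; strong numbers were not always called active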
# P. falciparum M17LAP: P. falciparum M17LAP inhibitors, primary screen, biochemical, fluorogenic H-Leu-NHMec substrate, 1536-well (AID 1619) | Leucine aminopeptidase (Plasmodium falciparum (isolate 3D7)) | recombinant M17LAP, H-Leu-NHMec fluorogenic kinetic assay; higher % means a stronger effect | one-dose inhibition, % at 30 µM; IC50 in µM for titrated hits | 220,000 compounds, 0.38% hits;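 active = compound inhibiting the enzyme by more than half at any dose during confirmatory dose-response retesting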;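 note: plate controls were full reaction with DMSO carrier for no effect and no enzyme background for full effect; strong numbers were not always called active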
# bCat nuc transl: modulators of beta-catenin nuclear translocation, primary screen, imaging, HeLa cells, immunofluorescence, high-content. 190,000 compounds, 0.3% hits. nuclear translocation activity, % at 5 µM;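 active = nuclear translocation activity above 50% at 5 µM, with a well cell count of 50 or more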;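 note: per-cell ratio of nuclear to cytoplasmic median beta-catenin stain intensity; plate controls were DMSO negative control for no effect and GSK-3 inhibitor IX positive control for full effect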
#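 test system = HeLa cells, endogenous beta-catenin | dosing = single 5 µM dose plus 0.02–20 µM confirmation series | times = compound treatment 24 h, 37°C, 5% CO2 | technique = beta-catenin immunofluorescence imaging with DAPI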
# Dynein cargo inh: inhibitors of GR-EGFP nuclear translocation, primary screen, dynein cargo transport inhibitor project, imaging, high-content, 3617.4 mouse cells; test concentration mostly 20 µM; stimulated with dexamethasone, 1 µM; active compounds read low; AID 1381, 2008; 220,000 compounds, 0.47% hits; z-score, hits read low;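 active = plate z-score of nuclear minus cytoplasmic receptor signal below a set negative limit, without overly bright fluorescence or cell loss, cut at about -3.5 in these data, passing the limit was not always enough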;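 note: z-score of nuclear minus cytoplasmic ring GR-EGFP intensity difference per well; some compounds called inactive have numbers as strong as hits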
#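 Also added: dexamethasone, 1.0 µM final. Medium: tet-free, stripped-serum medium. Detection: fixed, Hoechst-stained cells imaged at 10x for EGFP. Read-out: nuclear-to-cytoplasmic GR-EGFP distribution per well. Times: induction 48 h, compound 1 h, agonist 30 min.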
# MT stabilize HCS: microtubule stabilizers in HeLa cells, primary screen, imaging, high-content imaging | HeLa tubulin immunostaining HCS, 24 h; share of cells brighter than vehicle mean+2SD | 200,000 compounds, 0.83% hits | AID 2205, 2009 | % tubulin-high responders, % at 10 µM;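 active = plate Z-score above 3 for both tubulin-high and condensed-nucleus cell shares, with cell loss under 80%, at 10 µM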;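 note: anti alpha tubulin signal scored within the nucleus-defined area of each cell; some results filed as inactive read as strong as hits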
# Autophagy HCS: autophagy modulators in MEF cells, primary screen, imaging, high-content, MEF GFP-LC3. calls only at 10 µM (by protocol). MEF GFP-LC3 puncta imaging; test concentration mostly 10 µM. 190,000 compounds, 0.98% hits. AID 463193, 2010;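 active = percentage of spot-positive cells more than 3 SD above its plate mean, without a fluorescence outlier flag or 80% toxicity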;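 note: spot-positive cell cutoff set from DMSO-treated cells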
# Dynein cargo inh cytoplasmic EGFP: recorded beside Dynein cargo inh, whose call it bears; z-score; measured here: cytoplasmic GR-EGFP intensity; active compounds read high
# Dynein cargo inh nuclear GR-EGFP: also measured in Dynein cargo inh; calls as there; z-score; measured here: nuclear GR-EGFP intensity;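 lower value marks the stronger effect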
# Dynein cargo inh cell count: also measured in Dynein cargo inh; calls as there; z-score; measured here: cell count per field
# Insulin prom up cell count: further read-out of Insulin prom up, marked with its call; cell count; measured here: cytotoxicity, nuclei count;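 total cells summed across four imaged fields per well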
# bCat nuc transl cell count 5 µM: also measured in bCat nuc transl; calls as there; cell count; measured here: cell count, cytotoxicity flag
# MT stabilize HCS Hoechst-high %: further read-out of MT stabilize HCS, marked with its call; % Hoechst-high responders; measured here: nuclear condensation Hoechst responders;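 share of cells brighter than vehicle mean plus two SD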
# MT stabilize HCS cytotoxicity %: second read-out of MT stabilize HCS, no call of its own (marks repeat the call); toxicity, %; measured here: cytotoxicity by cell density;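 0% = mean cell density of plate MIN control wells and 100% = no cells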
# Autophagy HCS cell loss 18 h: second read-out of Autophagy HCS, no call of its own (marks repeat the call); toxicity, %; measured here: cell loss, nuclei count;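 cell loss after 18 h compound exposure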
# Numbers without * were called inactive; i = inactive; nt = not tested or not shown; + = active, no number; & = joins results of further samples; [ ] = another dose, or the depositor's remark. An unsorted share of the library; about 2.9% have a hit in one of these screens.
canonical_smiles,ER stress rescue,K1F lysis inhibition,Insulin prom up,Insulin prom up cell count,P. falciparum M1AAP,P. falciparum M17LAP,bCat nuc transl,bCat nuc transl cell count 5 µM,Dynein cargo inh,Dynein cargo inh cytoplasmic EGFP,Dynein cargo inh nuclear GR-EGFP,Dynein cargo inh cell count,MT stabilize HCS,MT stabilize HCS Hoechst-high %,MT stabilize HCS cytotoxicity %,Autophagy HCS,Autophagy HCS cell loss 18 h
NC(=O)NCc1ccc(F)cc1,1.4%,-0.9%,-0.69,1443,-4%,-9%,5.4,912,-0.32,-0.27,-0.013,0.0026,5.3,2.7,4.5,i,16
Cc1cccc(COc2ccccc2/C=N/Nc2ccc([N+](=O)[O-])cc2)c1,-0.1%,1.0%,0.96,941,15%,-4%,0.3,1138,-1.4,5.6,0.97,0.92,1.6,1.0,4.6,i,8
Cc1nnc(-c2cnn(-c3ccccc3)c2N)n1Cc1ccccc1,0.2%,0.7%,nt,nt,-9%,-7%,nt,nt,0.21,-0.2,-0.16,-0.11,1.3,1.5,8.1,i,-2
CCCCCCCC(=O)NNC(=O)c1c(O)c2ccccc2n(CCC)c1=O,nt,12%,-0.14,1284,-5%,4%,0.7,1050,0.52,-0.27,0.19,-0.36,2.4,1.2,1.3,i,-19
N=C(N)SCc1nc2ccccc2c(=O)n1-c1ccccc1,1.2%&-4.1%,-0.2%,0.15&-0.14,1457&1419,13%&7%,-6%&9%,-1.7&0.8,1087&1169,0.23&-0.016,-0.21&-0.23,-0.018&-0.13,0.017&-0.1,4.0&1.9,1.8&2.5,2.8&1.6,i,4&3
CCO[C@H]1OC(C(=O)Nc2ccccc2)=C[C@@H](C)[C@@H]1CCCO,-1.7%,0.4%,1.2,1375,0%,-1%,-3.0,1117,-1,-0.28,-0.29,0.47,2.4,1.3,2.8,i,16
CCCn1c(SCc2ccccc2)nc2c1c(=O)[nH]c(=O)n2C,7.0%,-0.2%,-1.7,1160,-2%,-3%,-4.1,1114,1.5,-0.15,1.3,-1.4,3.0,2.6,5.2,i,1
Cc1ccc(C)c(S(=O)(=O)N2CC(=O)Nc3ccccc32)c1,-1.3%,-0.3%,0.45,1385,10%,-3%,nt,nt,-0.51,-0.3,-0.036,0.15,2.4,2.4,15,i,0
COc1ccccc1N1CCN(S(=O)(=O)c2ccccc2F)CC1,-3.8%,-0.1%,1.8,1295,1%,7%,nt,nt,1.6,-0.23,0.65,0.038,3.6,2.7,11,i,-7
CC(C)(C)n1cnnc1Sc1ccc([N+](=O)[O-])cn1,nt,-0.5%,0.9,1459,2%,8%,-4.9,1128,1.5,-0.16,1,-1.5,nt,nt,nt,nt,nt

# 4 compounds picked at random from the list so far:
canonical_smiles,ER stress rescue,K1F lysis inhibition,Insulin prom up,Insulin prom up cell count,P. falciparum M1AAP,P. falciparum M17LAP,bCat nuc transl,bCat nuc transl cell count 5 µM,Dynein cargo inh,Dynein cargo inh cytoplasmic EGFP,Dynein cargo inh nuclear GR-EGFP,Dynein cargo inh cell count,MT stabilize HCS,MT stabilize HCS Hoechst-high %,MT stabilize HCS cytotoxicity %,Autophagy HCS,Autophagy HCS cell loss 18 h
NC(=O)NCc1ccc(F)cc1,1.4%,-0.9%,-0.69,1443,-4%,-9%,5.4,912,-0.32,-0.27,-0.013,0.0026,5.3,2.7,4.5,i,16
COc1ccccc1N1CCN(S(=O)(=O)c2ccccc2F)CC1,-3.8%,-0.1%,1.8,1295,1%,7%,nt,nt,1.6,-0.23,0.65,0.038,3.6,2.7,11,i,-7
N=C(N)SCc1nc2ccccc2c(=O)n1-c1ccccc1,1.2%&-4.1%,-0.2%,0.15&-0.14,1457&1419,13%&7%,-6%&9%,-1.7&0.8,1087&1169,0.23&-0.016,-0.21&-0.23,-0.018&-0.13,0.017&-0.1,4.0&1.9,1.8&2.5,2.8&1.6,i,4&3
CCCn1c(SCc2ccccc2)nc2c1c(=O)[nH]c(=O)n2C,7.0%,-0.2%,-1.7,1160,-2%,-3%,-4.1,1114,1.5,-0.15,1.3,-1.4,3.0,2.6,5.2,i,1

# Next part:
canonical_smiles,ER stress rescue,K1F lysis inhibition,Insulin prom up,Insulin prom up cell count,P. falciparum M1AAP,P. falciparum M17LAP,bCat nuc transl,bCat nuc transl cell count 5 µM,Dynein cargo inh,Dynein cargo inh cytoplasmic EGFP,Dynein cargo inh nuclear GR-EGFP,Dynein cargo inh cell count,MT stabilize HCS,MT stabilize HCS Hoechst-high %,MT stabilize HCS cytotoxicity %,Autophagy HCS,Autophagy HCS cell loss 18 h
CCNC(=O)Nc1ccc(-n2nc(C)c(C(=O)OCC)c2C)nc1,nt,-0.5%,0.29,1171,2%,12%,1.5,1061,-0.76,-0.2,-1,0.94,1.6,2.8,8.3,i,-8
O=C(CSc1ccc(-c2ccccc2)nn1)c1cccs1,-1.3%,-0.3%,0.67,1657,5%,-1%,-4.0,1096,1.5,0.016,1.2,-1.5,2.9,3.2,6.4,+,0.9*
COc1ccc(Nc2nc(N)nc(CSc3nncn3C)n2)cc1,1.3%,3.8%,0.44,899,-2%,4%,nt,nt,0.62,-0.26,0.32,0.57,6.0,1.9,5.6,i,9
Cc1cccc(N2CCN(C(=O)Cc3ccc(Br)cc3)CC2)c1C,0.8%,3.4%,-0.44,1369,0%,-1%,1.5,1139,0.59,-0.27,0.62,-0.55,1.9,1.6,3.5,i,-5
CC1CC(C(F)F)n2nc(C(=O)O)cc2N1 (stereo unspecified),0.2%,3.7%,nt,nt,5%,-1%,nt,nt,0.057,-0.21,0.011,0.71,3.1,2.2,1.9,i,2
CCCOc1cccc(NC(=O)c2c(-c3ccccc3)noc2C)c1,-1.1%,0.8%,1.4,1216,-2%,2%,nt,nt,-0.32,-0.25,-0.54,-0.32,3.9,2.5,6.8,i,7
CSc1nc(-c2ccccc2)nc(C(Cl)Cl)n1,-3.3%,0.3%,-1.6,565,5%,6%,4.0,828,-0.27,-0.25,-0.21,-0.78,9.8,16,25,i,-10
Cn1c(=O)c2[nH]c(-c3ccccc3)c(O)c2n(C)c1=O,1.9%,1.9%[50 µM],0.14,1455,-2%,8%,0.1,1071,0.77,-0.2,1,-1.6,4.8,2.5,1.0,i,29
COC(=O)CN1C(=O)N/C(=C/c2ccc(OC)c(C)c2OC)C1=O,nt,0.1%,-0.24,1310,12%,18%,-0.6,1134,0.64,-0.15,0.41,-0.15,1.8,2.3,13,i,-12
Cc1[nH]nc2c1C1(CCN(C(=O)c3ccccc3)CC1)C(C#N)=C(N)O2,nt,0.3%,-0.49,1346,-1%,4%,nt,nt,0.53,-0.18,0.77,0.69,3.6,1.5,5.3,i,-3
OC(CN1C2=NCCCN2c2ccccc21)c1ccc(Cl)cc1 (stereo unspecified),-0.1%,7.7%,-0.56,1016,0%,12%,nt,nt,-0.77,-0.31,-0.31,1.7,0.7,4.0,9.6,i,6
CN(CCCNC(=O)c1cccc(N2CCCC2=O)c1)c1ccccc1,0.2%,0.2%,-0.31,1162,7%,-7%,2.9,439,0.043,-0.24,0.35,1.5,3.5,1.9,7.0,i,-1
CNC(=S)N1CCc2sccc2C1C (stereo unspecified),nt,-0.7%,0.64,1486,11%,7%,-0.8,1215,-0.77,-0.12,-0.32,0.57,nt,nt,nt,nt,nt
O=C(CNS(=O)(=O)c1ccccc1)N/N=C/c1ccc(O)cc1,-2.4%,0.2%,1,1327,1%,-1%,-2.0,1108,0.29,0.013,0.46,-1.4,2.7,2.4,7.8,i,-6
O=C(Cn1nnc2ccccc21)NCc1ccccc1,12%,0.1%,0.53,1144,-1%,-4%,nt,nt,-0.55,-0.24,-0.25,0.81,4.8,1.3,3.0,i,4
Cc1cc(NS(=O)(=O)c2ccc(Br)s2)no1,nt,-2.4%,nt,nt,nt,nt,nt,nt,1,-0.2,0.5,-0.48,3.6,1.6,6.0,i,-6
COc1ccc(NC(=O)C(=O)NNC(=O)C(C)Oc2ccc(Cl)cc2Cl)cc1 (stereo unspecified),-1.0%,-2.9%,-0.08,1097,-12%,-1%,1.2,937,0.11,-0.14,0.16,-0.64,4.3,1.2,1.5,i,2
COc1ccccc1-c1cc(C(F)(F)F)nc(N2CCOCC2)n1,-0.3%,-0.1%,-0.04,1567,4%,-3%,-1.8,1396,0.027,-0.36,-0.13,0.054,6.1,1.3,1.4,i,1
C=CCN(CC=C)Cc1c(O)ccc2c1oc(=O)c1ccccc12,nt,0.0%,nt,nt,nt,nt,nt,nt,0.23,-0.22,0.58,1.1,2.6,2.4,5.0,i,7
O=C(CSc1nnc(C2COc3ccccc3O2)o1)N1CCCC1 (stereo unspecified),0.3%,0.2%,-0.2,1406,1%,-1%,-2.9,1037,-0.76,-0.3,-0.038,0.91,6.4,2.3,5.5,i,-8
Cc1cccc(NC(=O)c2sc(Cl)nc2C)c1C,-0.5%,0.8%[50 µM],0.33,1194,0%,-9%,-3.4,521,0.44,-0.22,0.24,0.017,3.0,1.8,3.3,i,5
COCCCN1CN(Cc2ccccc2)CNC1=S,1.4%,2.0%[50 µM],0.33,1419,4%,5%,-0.6,1074,0.17,-0.29,0.052,0.83,4.3,2.7,11,i,-4
